# N-glyco inh: blocks N-linked glycosylation in D54 reporter cells; D54 ERlucT glycosylation luciferase reporter, 24 h; percent of 100 nM tunicamycin response; reporter increase, % at 12.5 µM; 360,000 tested, 0.23% active; AID 588692;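 active means mean luciferase reporter signal, scaled so untreated is 0 and the glycosylation-blocking control 100, at or above a set limit in every replicate; inconclusive means mean reaches the limit but not every replicate does; inactive means mean below the limit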;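 further: luciferase carries N-glycosylation sites so blocking glycosylation raises the light; 0% = median of neutral control wells and 100% = median of 100 nM tunicamycin wells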
# aDG glyco act: increases alpha dystroglycan glycosylation; 360,000 tested, 0.22% active; Pro5-aDG cells, alpha-DG glycosylation AlphaScreen (IIH6); 0% Pro5, 100% B10-LARGE cell signal; activation, % at 10 µM;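 active means activation of at least 8% versus controls, or a plate z-score of at least 8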;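 further: Pro5 are CHO cells carrying HIG-tagged alpha-DG that lacks glycosylation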
# ABCB6 inh 2: human ABCB6 transporter inhibition. Q9NP58. 360,000 tested, 0.19% active. K562-ABCB6 porphyrin accumulation, flow cytometry, 1 h; stronger effect = lower value. fluorescence ratio to DMSO, % at 10 µM;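 active means fluorescence ratio to DMSO below 75%, the collection mean minus 3 SD; inconclusive means too few cells collected in the well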;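 further: signal is porphyrin accumulated inside mitochondria; 100% equals median channel fluorescence of DMSO control wells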
# Target sequence (Q9NP58 whole entry, looked up): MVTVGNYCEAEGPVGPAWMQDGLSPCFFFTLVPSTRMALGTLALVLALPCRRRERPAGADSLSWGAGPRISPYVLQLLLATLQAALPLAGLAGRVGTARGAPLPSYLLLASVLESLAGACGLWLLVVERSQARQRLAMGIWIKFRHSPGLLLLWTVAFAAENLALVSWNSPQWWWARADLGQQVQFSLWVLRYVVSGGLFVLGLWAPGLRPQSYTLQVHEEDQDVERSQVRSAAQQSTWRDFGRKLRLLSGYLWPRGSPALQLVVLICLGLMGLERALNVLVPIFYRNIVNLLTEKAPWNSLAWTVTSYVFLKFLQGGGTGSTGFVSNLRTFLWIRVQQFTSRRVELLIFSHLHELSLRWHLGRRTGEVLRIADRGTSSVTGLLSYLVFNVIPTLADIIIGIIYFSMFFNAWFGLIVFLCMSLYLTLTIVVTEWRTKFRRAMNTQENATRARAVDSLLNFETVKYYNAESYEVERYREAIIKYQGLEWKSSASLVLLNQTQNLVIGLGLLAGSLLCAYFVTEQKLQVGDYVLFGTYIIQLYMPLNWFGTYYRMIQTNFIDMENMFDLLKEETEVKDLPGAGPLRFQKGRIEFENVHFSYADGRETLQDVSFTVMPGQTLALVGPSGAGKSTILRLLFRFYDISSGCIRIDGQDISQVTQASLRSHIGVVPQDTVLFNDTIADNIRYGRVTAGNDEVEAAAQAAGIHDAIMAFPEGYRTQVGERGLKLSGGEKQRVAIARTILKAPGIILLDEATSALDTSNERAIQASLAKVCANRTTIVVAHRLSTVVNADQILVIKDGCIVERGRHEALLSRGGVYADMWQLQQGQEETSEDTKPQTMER
# ABHD5 PLIN5 PPI: inhibitors of human ABHD5-perilipin-5 interaction; Q00G26+Q8WTS1; Split G. princeps luciferase complementation, luminescence, 4 h; inhibition, % at 4 µM; 360,000 tested, 0.78% active;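 active means inhibition above the mean inhibition across every tested compound plus 3 SD, cut at about 22% in these data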;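 further: 0% = DMSO only wells and the 100% control is not disclosed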
# hiPSC survival: increases survival of single human iPS cells; hiPSC single-cell survival, ATPlite luminescence; 100% = ROCK inhibitor wells, 0% = DMSO; survival enhancement, % at 20 µM; 360,000 tested, 0.044% active; AID 602274; in the data active means survival enhancement above about 18%;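 further: cells exposed to compounds for 16 hours before the ATP read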
# HTR2A ag: activates the mouse 5-HT2A serotonin receptor; CHO-K1 mHTR2A beta-arrestin complementation, luminescence; percent of 30 µM serotonin response; activation, % at 7.6 µM; 360,000 tested, 0.66% active;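 active means activation above a run cutoff, the mean activation of all tested compounds plus 3 SD, cut at about 14% in these data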;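 further: 0% = plate median of compound wells and 100% = 30 µM serotonin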
# MC4R ag barr: agonists of human melanocortin 4 receptor (MC4R) beta-arrestin; U2OS MC4R beta-arrestin complementation, luminescence; percent of melanotan II response, DMSO zero; 360,000 tested, 0.98% active; activation, % at 8.9 µM; AID 540308;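 active means activation above a per-plate cutoff, the mean activation of sample wells on that plate plus 3 SD, cut at about 8% in these data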
# Granule exo inh: lytic granule exocytosis inhibition. TALL-104 LAMP-1 surface exposure, flow cytometry; cells stimulated with thapsigargin and PMA. AID 651702. inhibition, % at 10 µM. 360,000 tested, 0.66% active;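 active means inhibition above about 55%, limit read from the data; inconclusive means no clear call, values can overlap the other calls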
# Cardio protect: myocardial damage modulation in H9c2 cells; AID 588492; protection from H2O2 cell death, % at 20 µM; H9c2 cardiomyocytes, H2O2 injury protection, ATPLite, 2 h; 360,000 tested, 0.63% active;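 active means compounds giving at least 50% protection of heart cells from peroxide-induced death in the single-dose screen, raw or plate-pattern-corrected value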;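 further: 0% = DMSO wells with peroxide and 100% = DMSO wells without peroxide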
# MC4R antagonist: blocks human MC4R cAMP signaling; inhibition, % at 6.5 µM; 360,000 tested, 0.48% active; MC4R-expressing cells, MTII-stimulated cAMP, LANCE TR-FRET; AID 540295;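 active means inhibition above its plate's cutoff, the mean of tested wells on that plate plus 3 SD, cut at about 29% in these data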;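 further: 0% = Melanotan II alone and 100% = Melanotan II plus saturating MCL0020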
#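 Assay system: U2OS cells stably expressing human melanocortin 4 receptor (MC4R) / Dosing: 6.5 µM / Timing: compound 30 min, challenge 1 h, detection 1 h / Measured by: Eu-cAMP/anti-cAMP TR-FRET, emission 671 nm / Replicates: singlicate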
# * = called active by the depositor; ? = inconclusive; / = not tested or not shown.
# Order of values – N-glyco inh	aDG glyco act	ABCB6 inh 2	ABHD5 PLIN5 PPI	hiPSC survival	HTR2A ag	MC4R ag barr	Granule exo inh	Cardio protect	MC4R antagonist
O=C(c1ccccn1)N1CCN(S(=O)(=O)c2ccc3ccccc3c2)CC1
 : 1	0.2	104	-5	-0.9	1	0.0	-2	-6	8
CCC(NS(=O)(=O)c1ccc(OC)cc1)C(=O)NCCC1=CCCCC1 (stereo not drawn)
 : 0	-0.1	101	-3	0.7	-2	0.1	-2	-4	3
COc1ccc(Nc2c3c(nc4ccccc24)CCC3)cc1
 : 5	0.2	99	7	-0.4	0	1.6	36	-15	-15
COc1ccc(NC(C)c2ccccc2)cc1 (stereo not drawn)
 : 0	-0.3	111	0	-2.8	1	1.7	-1	-9	9
CCCCn1c(SCc2nc3ccccc3s2)nc2ccccc2c1=O
 : -9	0.4	100	-2	-0.9	-2	-2.2	-1	-10	5
COc1ccc(C2NC(c3ccc(OC)c(OC)c3OC)C(C)C(=O)C2C)c(OC)c1OC (stereo not drawn)
 : -3	0.0	98	5	-1.6	0	-1.7	1	-4	1
COc1ccc(NC(=O)C2CCN(c3nc(C)cc(C)n3)CC2)cc1
 : 1	0.3	92	0	6.4	4	-0.3	0	2	8
NC(c1cccc(F)c1)c1nc(-c2ccc(Cl)cc2)cs1 (stereo not drawn)
 : 3	-0.3	95	-4	-1.8	-6	-1.8	2	-4	-5
CCC(C)c1nc2ccsc2c(N2CCOC2=O)c1-c1ccccc1 (stereo not drawn)
 : 0	0.3	93	10	3.0	2	0.1	-4	4	5
Cc1ccc(CN2CC(N3CC=CC3)CS2(=O)=O)cc1 (stereo not drawn)
 : 2	-0.1	107	3	1.7	2	/	-5	0	/
Cc1ccc([C@H]2C(C(=O)O)=CC[C@@H](c3ccc(C)cc3)N2S(=O)(=O)c2ccccc2C)cc1
 : 0	-0.2	98	-9	1.6	0	-1.8	2	11	9
Cc1nc2ccccc2c(=O)n1NC(=O)c1ccccc1F
 : -1	-0.1	95	-2	1.5	10	-0.7	12	-1	-1
NNC(=O)c1ccc(COc2ccc3ccccc3c2)cc1
 : 2	-0.2	98	-8	0.7	-5	0.6	-1	6	18
CC1(C)CC(NS(=O)(=O)c2cccc3ccccc23)CC(C)(C)N1
 : -1	-0.2	104	3	-0.5	-3	-1.4	-6	-2	2
CCC(C(=O)Nc1ccc(S(=O)(=O)N(C)C2CCN(C)CC2)cc1)c1ccccc1 (stereo not drawn)
 : 6	0.6	95	3	0.1	2	-0.7	-2	1	0
O=C(Nc1cccc(-c2cnc3ccccc3n2)c1)c1ccccc1
 : -1	-0.1	99	0	5.1	0	3.1	1	2	5
COc1cc(O)cc2c1[C@@H]1Oc3c(ccc(O)c3CC=C(C)C)[C@@H]1CO2
 : -5	-0.3	98	-5	-2.8	-5	0.7	4	-8	18
O=C(NCC1OCCCN1S(=O)(=O)c1cc(F)ccc1F)C(=O)NC1CCCCC1 (stereo not drawn)
 : 2	0.2	103	-3	-2.2	4	-2.0	-2	-2	4
CC(=O)N1CCOc2ccc(S(=O)(=O)N3CCC(C(=O)Nc4ccccc4F)CC3)cc21
 : 0	6.0	102	6	-0.4	-4	0.1	-14	3	5
O=C(C[C@@H]1C/C=C\CC[C@@H](Cc2ccc(F)cc2)C(=O)OC[C@@H]2CCCN2C1=O)N[C@H](CO)Cc1ccccc1
 : -1	0.1	102	17	-1.2	0	2.4	-8	12	9
CCCCN1C(=O)C(CC(=O)NCc2ccco2)CC(C(=O)N(C)C)=C1C (stereo not drawn)
 : 1	0.0	105	6	-1.2	9	-0.5	1	8	-4
CC(C)(C)NC(=O)C(c1ccccc1)N(C(=O)c1ccco1)C1CC1 (stereo not drawn)
 : -1	0.1	96	-5	8.5	4	1.2	0	13	13
O=C(COc1ccccc1)N[C@@H]1c2ccccc2CC[C@@H]1OCc1ccccc1
 : -6	1.0	101	-9	0.7	-1	8.4*	-1	-3	17
O=C1N=C(N2CCCCC2)S/C1=C\c1ccc(Br)cc1
 : 11	0.1	99	6	0.3	8	0.4	-1	-4	7
O=c1[nH]c(=S)[nH]cc1Oc1ccc(Cl)cc1Cl
 : 0	0.0	95	-4	-0.2	2	1.3	-7	3	36*
COc1cccc2cc(C(=O)NCc3ccccc3Cl)c(=O)oc12
 : 1	-0.1	97	7	-0.6	5	1.0	5	-4	4
COc1ccc(-n2nc3c(c2NC(=O)COc2ccccc2F)CS(=O)(=O)C3)cc1
 : 0	0.1	100	0	-0.5	5	-3.0	-4	2	6
Nc1nc2ccc(NC(=O)c3ccco3)cc2s1
 : 1	-0.2	101	14	-0.6	-14	1.6	-16	-6	13
COc1ccc(CNS(=O)(=O)NCc2ccc(OC)c(OC)c2)cc1
 : -1	0.6	100	-3	0.1	-5	-0.6	?	-2	-1
Cc1ccccc1Nc1nc2ccccc2n1C(C)C
 : 5	-0.2	93	-2	0.4	-2	-0.9	-4	4	12
O=C(COC(=O)/C=C/c1ccc(Cl)c(Cl)c1)NC1CC1
 : 2	0.0	98	5	-0.6	6	0.2	1	-12	17
COc1cc(NC(=O)CSc2ncnc3scc(-c4ccccc4)c23)c(C(=O)O)cc1OC
 : 3	-0.1	93	1	-0.5	-3	-0.7	-2	22	10
C=CCn1c(SCC(=O)Nc2ccc(OC)cc2)nc2ccccc2c1=O
 : -2	0.0	108	-8	-0.4	1	15*	-2	2	2
CC(=O)Nc1cccc(NC(C)=C(C#N)C#N)c1
 : 2	0.0	104	-3	5.7	-1	-2.1	7	3	9
CCCCOC(=O)CCn1[nH]c(=O)c2ccccc2c1=O
 : 3	0.0	101	0	-1.8	3	-2.2	-1	8	1
Cc1ccccc1CN1CCC(n2nccc2NC(=O)c2cccnc2)CC1
 : -1	0.3	98	4	0.3	1	-0.5	0	4	8
COc1ccccc1C(=O)NC(=S)Nc1ccc2[nH]c(=O)[nH]c2c1
 : 0	-0.1	96	2	0.3	3	-1.5	-12	3	8
O=C(COc1coc(CN2CCN(c3ccccc3)CC2)cc1=O)Nc1ccccc1F
 : -3	0.4	91	13	-0.4	-2	-2.3	10	9	12
NC(=O)C1CCN(C(=O)CC2C(=O)NCCN2Cc2cccc(Oc3ccccc3)c2)CC1 (stereo not drawn)
 : 2	-0.1	94	5	0.0	3	-2.4	0	-2	6
COC(CNC(=O)C1CC(=O)N(CCc2ccccc2)C1)OC (stereo not drawn)
 : 3	-0.1	94	4	-2.5	-2	-0.9	-1	-1	4
COc1ccccc1C(=O)NCCc1nc2ccccc2[nH]1
 : 0	-0.2	137	1	5.3	-5	0.6	0	-2	8
Cc1cc(C)cc(Nc2cc(=O)n(C3CCCCC3)c(=O)[nH]2)c1
 : -1	-0.1	99	-3	-1.3	2	-0.8	1	-34	7
COc1ccccc1/C=C/C=N/NC(=O)Cc1cccn1C
 : 1	0.5	102	-6	-0.4	0	4.3	-2	-1	7
CCCCCCC(=O)N(O)C1CC(=O)N(c2ccc(Cl)cc2)C1=O (stereo not drawn)
 : 61*	-0.2	100	6	1.5	0	3.1	72*	-20	5
O=C(Oc1ccccc1)c1ccc2nsnc2c1
 : 0	0.4	99	15	0.9	7	4.2	0	10	-8
CN(C)CC(=O)N[C@@H]1C=C[C@@H](CC(=O)NCCN2CCCCC2)O[C@@H]1CO
 : /	-0.2	/	-4	/	3	/	-11	/	/
O=C(COc1ccc(C(=S)N2CCOCC2)cc1Cl)Nc1ccccc1Cl
 : -1	0.6	100	-8	3.1	-1	22*	-2	-16	12
Cc1c(C(=O)NNC(=O)c2ccncc2)oc2ccc(Br)cc12
 : 2	-0.1	97	-3	-0.5	-3	0.3	-3	5	2
OCC[n+]1ccc(/C=C/c2c[nH]c3ccccc23)cc1
 : -7	-0.2	575	-1	-1.3	-1	-2.9	-2	-3	-15
COc1ccc(/C=N\NS(=O)(=O)c2ccc(Cl)cc2)cc1COc1ccccc1[N+](=O)[O-]
 : -1	0.0	96	-2	4.6	-4	18*	3	-15	9

# Other structures.
# Order of values – N-glyco inh	aDG glyco act	ABCB6 inh 2	ABHD5 PLIN5 PPI	hiPSC survival	HTR2A ag	MC4R ag barr	Granule exo inh	Cardio protect	MC4R antagonist
Cc1nc(SCC(=O)O)c(C#N)c2c1CCCC2
 : 1	0.0	97	0	0.2	-4	-2.8	11	3	1
CCc1ccc(NCCC(=O)c2ccc(Cl)cc2)cc1
 : 0	0.0	101	3	-1.3	2	-0.8	6	-6	4
C=CCNC(=S)N/N=C/c1ccccc1OCCOc1ccccc1
 : 2	-0.1	95	-6	-0.1	-3	8.9*	-16	-8	0
COc1ccc(S(=O)(=O)N2CCOCC2)c2ccccc12
 : -3	0.0	99	-5	1.6	5	1.1	-5	-3	9
CSc1ncnc2c1ncn2CCCNCC(c1ccccc1)c1ccccc1
 : 0	-0.3	109	-5	0.4	-10	1.4	-1	-9	6
CC(C)C1C(=O)N(Cc2cn(CCC3OCCCO3)nn2)CCS(=O)(=O)N1Cc1ccc(-c2ccncc2)cc1 (stereo not drawn)
 : 7	-0.1	96	-3	-0.3	-6	-1.2	3	-3	5
O=C1CC(c2ccccc2)Cc2nc(N3CCc4ccccc4C3)ncc21 (stereo not drawn)
 : -1	0.1	93	9	4.4	-3	-0.3	-3	5	5
COc1cccc(Nc2ccc(C(=O)O)cc2N)c1
 : 5	0.1	99	-1	-0.8	-4	-1.2	-15	-4	15
Cc1nc(-c2cccc(NS(=O)(=O)c3ccc4ccccc4c3)c2)cs1
 : 1	0.0	97	-1	-0.5	-8	0.6	-3	-20	3
Cc1nn(CC(=O)NC2CC2)c(C)c1S(=O)(=O)NC(C)(C)C
 : 2	0.2	106	-6	4.7	-6	-0.5	4	0	14

# Only N-glyco inh, for some of the entries so far:
molecule | N-glyco inh
O=C1CC(c2ccccc2)Cc2nc(N3CCc4ccccc4C3)ncc21 (stereo not drawn) | -1
COc1cccc(Nc2ccc(C(=O)O)cc2N)c1 | 5

# (further entries)
# Order of values – N-glyco inh	aDG glyco act	ABCB6 inh 2	ABHD5 PLIN5 PPI	hiPSC survival	HTR2A ag	MC4R ag barr	Granule exo inh	Cardio protect	MC4R antagonist
O=C(Nc1ccc2ccccc2c1)C(c1ccccc1F)n1c(=O)c(-c2cc3ccccc3[nH]2)nc2ccccc21 (stereo not drawn)
 : /	1.5	/	-4	/	-3	/	0	/	/
Fc1ccc(Nc2ncnc3sc4c(c23)CCC4)cc1F
 : 1	0.0	101	2	0.5	3	-3.4	3	8	9
COc1ccc(N2CC(C(=O)N[C@@H](C)C(=O)N[C@H](CO)c3ccccc3)CC2=O)cc1 (stereo partly drawn)
 : 0	-0.2	101	4	-0.1	4	-1.5	-3	1	4
CCOC(=O)Cn1c(=O)c(F)cn(Cc2ccc(OC)c([N+](=O)[O-])c2)c1=O
 : 0	-0.1	100	-4	-0.5	-1	-1.0	4	11	1
O=C(c1cnc2n(c1=O)CCS2)N1CCN(c2ccc(Cl)c(Cl)c2)CC1
 : 2	1.2	98	0	-0.5	20*	0.6	0	-17	12
CCOC(=O)N1CCN(C(=O)COC(=O)C2CCN(S(=O)(=O)c3c(Cl)cccc3Cl)CC2)CC1
 : -3	-0.1	95	-1	0.1	-5	-3.4	-4	0	1

# Bioassay records (PubChem BioAssay)
